Screening results from PubChem.
NadD inh – inhibitors of Staphylococcus aureus NadD | purified NadD enzyme, colorimetric absorbance read-out | inhibition, % at 20 µM | 0.78% of 360,000 active | AID 602399; in the data active means inhibition above about 26%; further: some compounds past the cut are filed as inactive
SUMO1 PPI mod – modulators of human SUMO1-mediated protein-protein interactions | P63165 | SUMO1 binding to a labelled peptide, TR-FRET, 1 h | inhibition, % at 20 µM | 0.33% of 360,000 active; in the data active means inhibition above about 37%
Target sequence (P63165 whole entry, looked up): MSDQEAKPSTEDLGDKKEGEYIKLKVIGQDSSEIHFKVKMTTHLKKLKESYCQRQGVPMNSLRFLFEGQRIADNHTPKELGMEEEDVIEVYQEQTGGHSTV
Rpn11 inh – Rpn11 (human) deubiquitinase inhibition | O00487 | human 26S proteasome, Ub4-pepOG fluorescence polarization; 20S core pre-blocked with epoxomicin | calls only at 20 µM | 0.59% of 360,000 active | AID 588493;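 active means inhibition at 20 µM, scaled to each plate's controls, above about 33%, limit read from the data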
Target sequence (O00487 whole entry, looked up): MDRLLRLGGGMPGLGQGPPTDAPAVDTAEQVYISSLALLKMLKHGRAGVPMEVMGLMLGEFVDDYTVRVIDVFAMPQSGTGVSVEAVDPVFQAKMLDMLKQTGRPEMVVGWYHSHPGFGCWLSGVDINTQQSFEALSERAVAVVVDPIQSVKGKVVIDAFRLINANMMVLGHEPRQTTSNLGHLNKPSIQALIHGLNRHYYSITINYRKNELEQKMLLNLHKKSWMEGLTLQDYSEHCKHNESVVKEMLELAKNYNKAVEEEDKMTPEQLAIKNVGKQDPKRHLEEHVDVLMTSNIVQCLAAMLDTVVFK
DNMT1 inh – inhibitors of human DNMT1; P26358; DNMT1 molecular beacon, Hinp1I cleavage, fluorescence; inhibition (reported as % activation of signal), % at 10 µM; 0.83% of 360,000 active; in the data active means inhibition above about 50%
CendR NRP1 mod – modulators of CendR peptide binding to human neuropilin-1 | O14786 | FAM-RPARPAR peptide binding to NRP-1, fluorescence polarization | inhibition, % at 25 µM | 0.85% of 360,000 active | AID 602438;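 active means inhibition or corrected inhibition above about 18%, plus a signal ratio from 0.5 to 1.5, limit read from the data, passing the limit was not always enough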; further: strong numbers were not always called active
LMPTP block – blocks human LMPTP phosphatase. P24666. recombinant LMPTP-A, OMFP fluorogenic substrate, fluorescence intensity. inhibition, % at 20 µM. 0.22% of 360,000 active;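 active means compounds that cut the enzyme signal by at least half of the control window in the single-dose screen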;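 further: plate controls were DMSO wells with enzyme plus substrate for no effect and substrate without enzyme for full effect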
Target sequence (P24666 whole entry, looked up): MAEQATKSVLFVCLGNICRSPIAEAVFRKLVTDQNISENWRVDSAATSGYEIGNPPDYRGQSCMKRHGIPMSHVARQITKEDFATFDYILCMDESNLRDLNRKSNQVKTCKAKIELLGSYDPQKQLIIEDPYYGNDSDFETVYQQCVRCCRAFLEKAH
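material = LMPTP-A | quantity = 0.625 nM enzyme | reagent = OMFP substrate, 400 µM final | buffer or medium = Bis-Tris pH 6.0, DTT, detergent | detection = endpoint fluorescence intensity from OMFP dephosphorylation | dosing = single 20 µM dose | read-out basis = % inhibition relative to no-enzyme and uninhibited control wells | control set = no-enzyme and uninhibited controls | timing = 50 min at room temperature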
SKN-1 block – inhibitors of C. elegans SKN-1 | C. elegans VP596 Pgst-4::GFP/RFP ratio, acrylamide-induced, 24 h | inhibition, % at 21.8 µM | 0.49% of 360,000 active;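 active means interference check ratio from 0.5 to 1.5 plus GFP to RFP signal ratio inhibition reaching or exceeding a fixed threshold, cut at about 30% in these data, passing the limit was not always enough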; further: some compounds called inactive have numbers as strong as hits
MT1-MMP act inh – blocks activation of human MT1-MMP; P50281; HT1080 RFP-PRO-GFP cells, GFP/RFP ratio fluorescence, overnight; percent of plate control window, DMSO zero; GFP/RFP ratio change, % at 20 µM; 0.061% of 360,000 active;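 active means GFP/RFP ratio change of at least 30% with cell ATP level not reduced by more than half and red fluorescence within 50% of control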; further: strong numbers were not always called active
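system = RFP-PRO-GFP reporter HT1080 cells | dosing = 20 µM single dose, 1% DMSO | timing = overnight cell settling, then overnight compound exposure, 37 °C, 5% CO2 | read-out basis = GFP/RFP fluorescence ratio | controls = DMSO and RFP-L50D-GFP cell wells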
STEP block – STEP (human) phosphatase inhibition; AID 588621; P54829; recombinant STEP, OMFP fluorogenic substrate, fluorescence; inhibition, % at 20 µM; 0.25% of 360,000 active;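 active means inhibition at 20 µM, scaled per plate between control wells, above about 37%, limit read from the data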;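 further: 0% = DMSO with enzyme and substrate and 100% = substrate only without enzyme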
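Assay system: isolated STEP enzyme. Buffer or medium: pH 6.0 Bis-Tris with DTT and Tween 20. Also added: fluorogenic phosphatase substrate OMFP at 25 µM final. Dosing: 20 µM, 1% DMSO. Timing: 20 min reaction, room temperature, in the dark. Measured by: fluorescence intensity, excitation 480 nm, emission 540 nm. Evaluation: normalized % inhibition.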
Scp1 inh – inhibitors of human Scp-1 phosphatase; Recombinant Scp1, phosphopeptide, malachite green phosphate absorbance; inhibition, % at 20 µM; 0.88% of 340,000 active; AID 493091;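 active means inhibition above about 50% at 20 µM, limit read from the data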;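 further: plate controls were DMSO wells with enzyme for no effect and wells lacking enzyme for full effect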
Target sequence (Q9GZU7 76-261 limits assumed): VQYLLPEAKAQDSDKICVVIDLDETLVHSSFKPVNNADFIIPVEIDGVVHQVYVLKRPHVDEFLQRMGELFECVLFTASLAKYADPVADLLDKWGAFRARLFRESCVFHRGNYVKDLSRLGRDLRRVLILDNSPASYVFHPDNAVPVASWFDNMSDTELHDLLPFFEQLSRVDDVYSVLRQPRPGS
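Test system: SCP-1 phosphatase catalytic domain, residues 76-261; measured by: colorimetric phosphate reagent with accelerator and stabiliser, absorbance at 630 nm; timing: enzyme reaction 45 min at room temperature, colour 5 min, stabilisation 30 min; also added: Phosphorylated 17-residue peptide substrate; compound dosing: one concentration, 20 µM, with 1.0% DMSO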
An asterisk follows results filed as active; i = inactive; x = not tested or not shown.

SMILES | NadD inh | SUMO1 PPI mod | Rpn11 inh | DNMT1 inh | CendR NRP1 mod | LMPTP block | SKN-1 block | MT1-MMP act inh | STEP block | Scp1 inh
CC(=O)Nc1ccc(OCCOc2ccc(/C=C3/C(=N)N4C=CSC4=NC3=O)cc2)cc1 | 19 | 2 | i | -16 | 6 | 0.1 | 12 | 3 | -2 | -7
CCCN(CC(=O)Nc1ccccc1C)C(=O)c1ccc(N2CCCC2=O)cc1 | -2 | -1 | i | 0 | 0 | -2.2 | 0 | 0 | 2 | -4
COc1ccc(CNC(=O)c2ccc(CS(=O)Cc3cccc(Cl)c3)o2)cc1 (stereo not drawn) | -3 | -3 | i | 2 | -12 | -0.6 | -2 | 1 | 1 | -5
CC(C)CCNC(=O)c1c(CSc2ccc(Cl)cc2)noc1C(=O)NCc1ccccc1 | 0 | -3 | i | -1 | 18 | 2.1 | 9 | 0 | -1 | -2
CCCN(CCC)S(=O)(=O)c1ccc2c(c1)CCCN2C(C)=O | -2 | -2 | i | 3 | 20 | -0.1 | -8 | 7 | 2 | -8
O=C(NC(=S)Nc1ncc(Br)cc1Br)c1cncc(Br)c1 | 3 | 3 | i | 0 | -2 | 0.6 | 3 | -2 | 1 | 0
CCOc1ccc(C(=O)NCC(=O)NCC(c2ccccc2OC)N2CCCC2)cc1 (stereo not drawn) | 0 | -40 | i | -3 | -13 | -11 | 1 | -4 | -2 | 7
Cc1nc2sc(C(c3ccc(Cl)cc3)N3CCOCC3)c(O)n2n1 (stereo not drawn) | 4 | -4 | i | 2 | -8 | -0.3 | -5 | 4 | -3 | 0
O=C(NNC(=S)Nc1ccccc1C(F)(F)F)C1CC1 | 2 | 2 | i | 0 | 2 | -1.5 | 6 | 4 | 0 | -10
CC(NC(=O)C1CCCC1)c1ccc(Br)cc1 (stereo not drawn) | -4 | 4 | i | 8 | 2 | -2.1 | 8 | 2 | -2 | 8
CN(C)S(=O)(=O)N1CCN(C(=O)N2CCCCC2)CC1 | -2 | 2 | i | 0 | -4 | -1.3 | -1 | 1 | -1 | -1
CC(C)(C)C1CCCCC1NC(=O)c1ccncc1 (stereo not drawn) | -5 | 2 | i | 1 | -4 | -0.8 | 15 | -3 | -1 | 6
NC(=O)CSc1nnc(C2CC2)n1-c1ccccc1 | -9 | -1 | i | -1 | 12 | -2.3 | -11 | 1 | -3 | 14
COc1ccc2[nH]c(=O)c(CN(C(=O)C(C)C)c3ccccc3OC)cc2c1 | -3 | 7 | i | -16 | -10 | 0.6 | 16 | 1 | 0 | -6
CC(C)C[C@H]1CN(CCCC[C@@H]2CNC(=O)C(=O)N2CC2CCCCC2)C(=O)C(=O)N1Cc1ccccc1 | 21 | 5 | x | x | -7 | -0.9 | 19 | 5 | x | x
CC1CCCC(C)N1C(=O)COC(=O)CN1C(=O)c2ccccc2C1=O (stereo not drawn) | 6 | -1 | i | 4 | -1 | -1.4 | -7 | 2 | -4 | -2
O=C(O)CC(Cc1ccccc1)C(=O)NCC12CC3CC(CC(C3)C1)C2 (stereo not drawn) | -1 | 2 | i | 0 | -6 | -1.4 | 4 | 6 | 2 | 1
Cc1cc(NC(=O)CCC(=O)N(c2ccccc2)C(C(=O)NC(C)(C)C)c2ccccc2Cl)no1 (stereo not drawn) | 2 | -2 | i | 2 | -6 | -0.2 | -8 | 0 | -1 | -4
CC(C)(C)c1cc(C(=O)N/N=C/c2ccccn2)n[nH]1 | -7 | 6 | i | -2 | 11 | -2.1 | 8 | -2 | -2 | -7
O=C(/C=C/c1ccc([N+](=O)[O-])cc1)NCCOc1ccc(F)cc1 | -8 | -24 | i | 1 | 8 | 0.3 | -4 | -3 | 3 | -14
Cc1ccc(CNc2nc(N)c([N+](=O)[O-])c(NCc3ccccc3)n2)cc1 | 13 | 1 | i | 16 | -5 | -2.1 | 8 | 1 | -4 | 7
O=C(Cc1ccccc1)N[C@H](c1ccccc1)P(=O)(O)CO | 2 | -2 | i | -1 | 8 | -1.2 | 5 | -4 | -1 | -2
Cc1ccc(Nc2nc(-c3ccncc3)nc3ccccc23)cc1 | -3 | 13 | i | 0 | 2 | -0.6 | 4 | 3 | -3 | -2
Cc1cc(C(=O)N/N=C2\CCCC(=O)C2)c2ccccc2n1 | 4 | 7 | i | 1 | -2 | -1.1 | 3 | 1 | -5 | -2
CCOC(=O)C1Cc2c([nH]c3ccccc23)CN1 (stereo not drawn) | 3 | -1 | i | -1 | 8 | -2.1 | -10 | 3 | -3 | -2
O=C(O)CC/C(=N\Nc1ccc(S(=O)(=O)N2CCOCC2)cc1[N+](=O)[O-])c1cccs1 | 3 | -15 | i | -2 | 12 | 6.7 | 2 | 15 | 4 | -6
Cc1ccc(S(=O)(=O)Nc2c(C)n(C)n(-c3ccccc3)c2=O)cc1C(=O)OC(C)C(=O)c1ccccc1 (stereo not drawn) | 5 | -2 | i | -2 | 2 | 1.5 | -16 | 0 | 1 | -8
COc1ccc(C(NC(=O)CN2CCCCCC2)c2ccc(OC)cc2)cc1 | 1 | -1 | i | 0 | 9 | 0.2 | 1 | 2 | 1 | -4
CCCc1cc(=O)n2[nH]cnc2n1 | 1 | -1 | i | 3 | -2 | 0.2 | -24 | -3 | 0 | -5
CCCc1nn(C)c(C(=O)Nc2cccc(CC)c2)c1Cl | -2 | 0 | i | 5 | -5 | 1.8 | 5 | 8 | 0 | 3

Just SUMO1 PPI mod and Rpn11 inh, for some of the entries so far:
Compound	SUMO1 PPI mod	Rpn11 inh
O=C(O)CC/C(=N\Nc1ccc(S(=O)(=O)N2CCOCC2)cc1[N+](=O)[O-])c1cccs1	-15	i
Cc1ccc(S(=O)(=O)Nc2c(C)n(C)n(-c3ccccc3)c2=O)cc1C(=O)OC(C)C(=O)c1ccccc1 (stereo not drawn)	-2	i

Taken from above.
Under DNMT1 inh, CC(C)CCNC(=O)c1c(CSc2ccc(Cl)cc2)noc1C(=O)NCc1ccccc1 is listed with -1
Under STEP block, O=C(O)CC(Cc1ccccc1)C(=O)NCC12CC3CC(CC(C3)C1)C2 (stereo not drawn) is listed with 2
Under NadD inh, O=C(O)CC/C(=N\Nc1ccc(S(=O)(=O)N2CCOCC2)cc1[N+](=O)[O-])c1cccs1 is listed with 3
Under LMPTP block, Cc1ccc(CNc2nc(N)c([N+](=O)[O-])c(NCc3ccccc3)n2)cc1 is listed with -2.1

The results go on:
SMILES | NadD inh | SUMO1 PPI mod | Rpn11 inh | DNMT1 inh | CendR NRP1 mod | LMPTP block | SKN-1 block | MT1-MMP act inh | STEP block | Scp1 inh
Cc1onc(-c2c(Cl)cccc2Cl)c1C(N)=S | 0 | 4 | i | -1 | 2 | 0.3 | 13 | -1 | 2 | -1
Cc1ccc(C(=O)NCC(=O)Nc2cccc(C(F)(F)F)c2)cc1 | -2 | 1 | i | 9 | 7 | 0.0 | 4 | 4 | 1 | -6
O=C(CSc1ccccn1)c1ccc2c(c1)OCO2 | 5 | -4 | i | 0 | 9 | 0.4 | 7 | 0 | 17 | -3
O=C(COc1ccc(Br)cc1)N(Cc1ccccc1)c1ccccn1 | -4 | 0 | i | -1 | -6 | 0.5 | -4 | 2 | -3 | -8
Cc1ccc(S(=O)(=O)NN2C(=O)c3ccccc3NC2c2cccc(O)c2)cc1 (stereo not drawn) | -4 | -3 | i | 1 | -1 | -0.8 | 13 | 1 | -3 | -1
Nn1cc(-c2ccccc2)nc1SCC(=O)N1CCN(S(=O)(=O)c2ccc3ccccc3c2)CC1 | 18 | -1 | i | -6 | 6 | 1.5 | 26 | 5 | 2 | 6
COc1ccc(-c2nc(C#N)c(NC(C)c3ccccc3)o2)cc1OC (stereo not drawn) | -3 | 6 | i | -7 | -20 | 1.9 | -11 | 5 | 3 | -9
CC1CCN(CC(=O)Nc2nc(-c3ccccc3)cs2)CC1 | -3 | 0 | i | -1 | -3 | -0.7 | -13 | 3 | -3 | 3
Cc1ccc(S(=O)(=O)N2CCN(C(C)C(=O)Nc3ccccc3-c3ccccc3)CC2)cc1 (stereo not drawn) | -1 | -1 | i | -9 | 1 | 1.7 | 11 | -8 | 3 | -2
Cc1ccc(S(=O)(=O)NC2(C(F)(F)F)NC(=O)N(C)C2=O)cc1 (stereo not drawn) | 3 | 6 | i | 1 | 0 | -0.8 | 1 | 1 | -2 | -11
O=C(c1cccnc1)N1CCN(Cc2ccc3c(c2)OCO3)CC1 | -6 | 0 | i | 2 | 0 | -2.8 | -5 | 6 | -1 | -9
O=C(O)Cn1cc(CN2CCOCC2)c2ccccc21 | -3 | 3 | i | -2 | 15 | -2.2 | 17 | -4 | 1 | -6
CCCCN1C(=O)c2ccc(C(=O)N(C)CC(=O)Nc3ccc(OCC)c(OCC)c3)cc2C1=O | 4 | -18 | i | -2 | 0 | 0.7 | 0 | 3 | -1 | -5
CC1(C(=O)OCC(=O)c2c[nH]c3ccccc23)CC1(Cl)Cl (stereo not drawn) | -11 | 0 | i | -8 | -1 | 1.2 | -14 | 5 | 1 | -14
COc1cccc(Nc2nc(CN3CCOCC3)nc3sc4c(c23)CCCC4)c1 | 3 | 3 | i | -2 | -4 | 0.5 | -3 | 1 | -2 | -3
Cc1ccc2nc(SCC(=O)NC3CCCc4ccccc43)[nH]c2c1 (stereo not drawn) | -9 | -2 | i | -5 | 14 | 0.4 | 20 | -4 | -4 | -6
Cn1ccc(-c2ccccc2)c(C#N)c1=O | -2 | -6 | i | 6 | 7 | -1.0 | -5 | 0 | -1 | -7
CCCCNC(=O)Cn1cnc2c(cnn2-c2ccc(C)cc2)c1=O | -4 | 2 | i | 0 | 10 | -1.4 | -3 | -4 | -1 | 0
CC(C)(C)NC(=O)C(c1ccccn1)N(C(=O)c1csnn1)C1CCCCC1 (stereo not drawn) | -4 | -1 | i | 2 | -10 | 1.7 | 2 | 0 | 2 | 3
COc1ccc2[nH]cc(CCNC(=O)Cc3ccc(F)cc3)c2c1 | -5 | 5 | i | -3 | 11 | -1.1 | 5 | 1 | 4 | -6
COCC(C)n1c(C)cc(C(=O)COC(=O)c2c(C)nn(-c3ccccc3)c2C)c1C (stereo not drawn) | 3 | -3 | i | -11 | 6 | 2.3 | 24 | -6 | 1 | -12
C=CCNC(=O)c1sc(=S)n(-c2ccc(C(=O)OCC)cc2)c1N | -2 | -23 | i | 4 | -4 | -1.3 | -11 | -1 | -2 | -6
CCc1nnc(NC(=O)C2CCCN2C(=O)Nc2ccccc2)s1 (stereo not drawn) | 2 | 4 | i | 4 | 4 | -0.9 | -2 | -2 | -3 | -5
Cc1cc(S(=O)(=O)N2CCC(N3CCCCC3)CC2)ccc1-n1cnnn1 | 3 | -2 | i | 15 | 0 | -1.5 | -3 | 4 | -2 | -1

Compounds as they come; overall some 3.9% were active at least once.
